D2 ag: D2 dopamine receptor (human) agonism | hit rate 0.53% among 340,000 | activation, % at 2 µM | HEK293 T-REx D2 cells, calcium flux agonist mode | AID 485358;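 active = activation over 3 SD above normal in the single-dose calcium agonist read, cut at about 30% in these data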; note: 0% is about no effect
Target sequence (P14416 whole entry, looked up): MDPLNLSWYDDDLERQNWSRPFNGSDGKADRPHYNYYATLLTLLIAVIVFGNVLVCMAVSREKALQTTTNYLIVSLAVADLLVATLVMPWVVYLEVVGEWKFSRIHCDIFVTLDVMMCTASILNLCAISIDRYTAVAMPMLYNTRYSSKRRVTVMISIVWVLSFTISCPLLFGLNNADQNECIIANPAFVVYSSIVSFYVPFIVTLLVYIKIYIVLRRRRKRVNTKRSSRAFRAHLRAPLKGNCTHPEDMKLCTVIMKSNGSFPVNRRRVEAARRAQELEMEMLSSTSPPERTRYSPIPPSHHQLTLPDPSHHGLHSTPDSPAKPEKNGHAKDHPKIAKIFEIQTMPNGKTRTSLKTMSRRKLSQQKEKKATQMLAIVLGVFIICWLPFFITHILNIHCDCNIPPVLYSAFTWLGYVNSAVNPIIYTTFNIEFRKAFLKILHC
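In this primary screen, compounds producing a positive calcium signal within 180 s of addition to tetracycline-induced, force-coupled HEK293 Trex D2 cells are flagged; cells are dye-loaded with a no-wash calcium kit beforehand.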
TRHR enhancer: allosterically enhances the human TRH receptor; enhancement, % at 2 µM; hit rate 0.66% among 360,000; P34981; TRHR cells, fluo-8 calcium fluorescence, EC20 TRH enhancement; in the data active = enhancement above about 30%; note: 0% is about no effect
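TRHR-expressing cells loaded with fluo-8 calcium dye were read kinetically (ex 480/em 530) during compound addition, then stimulated with an EC20 of TRH (10 nM final). Enhancement of the Gq-mediated intracellular calcium response was scored.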
USP1-UAF1 inh: USP1/UAF1 (human) deubiquitinase inhibition | O94782 | recombinant USP1/UAF1, Ub-Rhodamine cleavage fluorescence | Potency, µM (doses to about 57.1 µM), for inactives: at the top dose activity change, negative = inhibition, most hits filed as inhibitors | hit rate 0.23% among 390,000 | AID 743255; note: potency is the fitted concentration of half-maximal effect; % is set by controls: 0 for no effect and ±100 for the full control effect; nearly all actives have a fitted effect of over 60% in size; inactives centre near -12
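High-throughput fluorogenic screen: 1nM USP1/UAF1 complex, Ub-Rho substrate 150nM final, 50mM HEPES pH 7.8 with 0.5mM EDTA, 0.1 mg/ml BSA, 1mM TCEP and 0.01% Tween-20.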
Pin1 inh: human Pin1 inhibition; Q13526; Pin1 FP peptide displacement, HiFluor488, 10 min; Potency, µM (titrated, usually from 115 µM), for the others: top-dose activity, negative = inhibition, usual class: inhibitors; hit rate 0.009% among 390,000; AID 504891; active = well fitted inhibition curve with a large enough effect in the polarisation, with a control signal flat, not every such curve was filed as active; inconclusive = small, poorly fitted or top-dose-only effect, or effect the other way, or a change in a side signal; inactive = no such curve, though single readings can be large or run the other way; the % refers to the polarisation; note: potency is the fitted concentration of half-maximal effect; % is set by controls: 0 for no effect and ±100 for the full control effect
Target sequence (Q13526 whole entry, looked up): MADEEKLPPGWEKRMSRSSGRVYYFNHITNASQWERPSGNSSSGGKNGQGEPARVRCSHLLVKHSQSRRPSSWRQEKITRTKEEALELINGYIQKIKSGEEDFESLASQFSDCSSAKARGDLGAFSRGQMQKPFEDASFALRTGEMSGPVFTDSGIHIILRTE
TrxR1 substrate: substrates of rat thioredoxin reductase 1 | O89049 | purified TrxR1 substrate turnover, NADPH consumption readout | Potency, µM (top dose mostly 114 µM), inactives show at the top dose activity change, negative = substrate turnover | hit rate 0.01% among 390,000; note: potency is the fitted concentration of half-maximal effect; % is set by controls: 0 for no effect and ±100 for the full control effect; nearly all actives have a fitted effect of over 50% in size
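Rat TrxR1, dispensed at 90 nM, was prereduced with 400 uM NADPH (final) for 5 min at ~22 deg C, then incubated with compound 15 min before 400 uM selenite. A first-read NADPH fluorescence drop versus no-compound background flagged substrates.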
D2 antag: D2 dopamine receptor (human) antagonism. P14416. HEK293 TREx D2 cells, calcium flux, dopamine EC80. inhibition, % at 10 µM. hit rate 2% among 340,000. AID 485344; in the data active = inhibition above about 30%; note: 0% is about no effect
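Tetracycline-induced HEK293 TREx cells expressing D2 receptor forced-coupled to calcium signalling, loaded with no-wash calcium dye. Compounds added and calcium flux read 180 s, then dopamine added at EC80 and read a further 180 s.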
mIDH1 inhibitor: human IDH1 R132H inhibition | IDH1-R132H enzyme, NADPH consumption, diaphorase/resazurin fluorescence | AID 602179 | O75874 | Potency, µM (titrated, usually from 76.6 µM), without a hit: at the top dose activity change, negative = inhibition, actives largely listed as inhibitors | hit rate 0.093% among 390,000; note: potency is the fitted concentration of half-maximal effect; % is set by controls: 0 for no effect and ±100 for the full control effect; nearly all actives have a fitted effect of over 65% in size
Target sequence (O75874 whole entry R132H, stated change not applied): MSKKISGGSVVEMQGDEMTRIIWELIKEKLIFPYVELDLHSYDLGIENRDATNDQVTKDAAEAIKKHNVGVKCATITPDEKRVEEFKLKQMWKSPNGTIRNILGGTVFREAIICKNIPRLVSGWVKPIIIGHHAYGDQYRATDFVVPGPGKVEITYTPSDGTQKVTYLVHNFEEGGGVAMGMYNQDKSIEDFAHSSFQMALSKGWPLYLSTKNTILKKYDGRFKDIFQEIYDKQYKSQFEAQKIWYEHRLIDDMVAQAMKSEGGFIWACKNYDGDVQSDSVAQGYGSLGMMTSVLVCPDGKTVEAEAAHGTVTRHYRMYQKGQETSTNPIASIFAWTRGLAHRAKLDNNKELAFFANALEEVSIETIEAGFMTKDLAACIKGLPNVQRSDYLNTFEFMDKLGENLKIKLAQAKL
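IDH1-R132H (0.5 ug/mL) preincubated 30 min with compound, then NADPH (0.016 mM) and alpha-KG (2 mM) added; 80 min at RT, pH 7.5. Remaining NADPH coupled via diaphorase/resazurin to fluorescence (540/590 nm); concentration-response curves normalized to no-enzyme control.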
TRHR ag: TRH receptor (human) agonism. P34981. TRHR cells, calcium flux fluo-8, FDSS agonist mode. activation, % at 2 µM. hit rate 0.18% among 360,000. AID 493084; in the data active = activation above about 30%; note: 0% is about no effect
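TRHR-expressing cells, plated overnight in medium with 10% serum, were loaded with fluo-8 calcium dye at room temperature. After a 10 s baseline, library compound was pin-added and calcium release was recorded kinetically (ex 480/em 530) as agonist response.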
TrxR1 inh: blocks rat thioredoxin reductase 1; recombinant rTrxR1, NADPH fluorescence consumption, selenite substrate; Potency, µM (titrated, usually from 114 µM), for the others: top-dose activity change, negative = inhibition, most hits filed as inhibitors; hit rate 1% among 390,000; AID 588453; note: potency is the fitted concentration of half-maximal effect; % is set by controls: 0 for no effect and ±100 for the full control effect; nearly all actives have a fitted effect of over 65% in size
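Rat TrxR1 (90 nM in the dispensed reagent) was pre-reduced with 400 uM NADPH for 5 min at room temperature, then incubated with compound for 15 min. After 400 uM selenite was added, NADPH fluorescence (Ex 340/Em 450 nm) was followed for 8 min.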
Active calls of the source: *; & = joins results of further samples; [ ] = dose if it differs, or a comment. Unless noted, calls come from the whole dose curve; as a rule, active = well fitted inhibition curve with a large enough effect; inconclusive = small, poorly fitted or top-dose-only effect; inactive = no such curve, though single readings can be large or run the other way. Some of the compounds tested; rates above refer to the full screens.

CCc1ccccc1N1CC23C=CC(O2)C(C(=O)O)C3C1=O (stereo not drawn) was read as D2 ag 0.4, TRHR enhancer 12, USP1-UAF1 inh -3%, Pin1 inh 0%, TrxR1 substrate 7%[57.1 µM], D2 antag -7, mIDH1 inhibitor -5%, TRHR ag -0.3 and TrxR1 inh 9%[57.1 µM].
For COC(=O)c1ccc(-n2c(C)cc(C(=O)COC(=O)CC3Sc4ccccc4NC3=O)c2C)cc1 (stereo not drawn) the results were D2 ag -0.1, TRHR enhancer 7, USP1-UAF1 inh -2%, Pin1 inh 41%[activator], TrxR1 substrate 5%, D2 antag -14, mIDH1 inhibitor 12%, TRHR ag 0.5 and TrxR1 inh 17%.
CCn1cc(/C=N\NC(=O)Cc2ccc(Cl)cc2)cn1 was read as D2 ag -0.3, TRHR enhancer -5, USP1-UAF1 inh -2%, Pin1 inh 4%, TrxR1 substrate -8%, D2 antag -4, mIDH1 inhibitor 4%, TRHR ag 0.1 and TrxR1 inh -4%.
Screening Cc1ccc(Cl)cc1-n1c(=O)c2sc3ccccc3c2n(CC(=O)NC2CCCC2)c1=O returned D2 ag -0.3, TRHR enhancer -18, USP1-UAF1 inh -25%, Pin1 inh inconclusive, TrxR1 substrate 59%[activator], mIDH1 inhibitor -1%, TRHR ag -0.2 and TrxR1 inh 33%.
Screening Cc1ccc(Cl)cc1N1CCN(C(=O)c2cc(S(=O)(=O)N3CCC(C)CC3)cn2C)CC1 returned D2 ag 0.3, TRHR enhancer 3, USP1-UAF1 inh -16%, Pin1 inh 14%, TrxR1 substrate 0%[57.1 µM], mIDH1 inhibitor -4%, TRHR ag -0.2 and TrxR1 inh 3%[57.1 µM].
Screening CN(Cc1cccs1)C(=O)COC(=O)CNC(N)=O returned D2 ag 0.5, TRHR enhancer 3, USP1-UAF1 inh -23%, Pin1 inh 4%, TrxR1 substrate 3%, D2 antag 2, mIDH1 inhibitor 9%, TRHR ag -0.6 and TrxR1 inh 13%.
For Cc1csc2nc(CNS(=O)(=O)c3cccnc3)cn12 the results were USP1-UAF1 inh -6%, Pin1 inh 1%, TrxR1 substrate 7%, mIDH1 inhibitor 10% and TrxR1 inh 17%.
COc1ccc(CCNC(=O)C2CC3Cn4c(nc5ccccc54)C3N2C)cc1 (stereo not drawn) was read as D2 ag 0.6, TRHR enhancer -5, USP1-UAF1 inh -7%, Pin1 inh 7%, TrxR1 substrate 12%[57.1 µM], D2 antag -10, mIDH1 inhibitor -17%, TRHR ag -0.1 and TrxR1 inh 18%[57.1 µM].
CCOc1ccc(C2C(=O)N(C3CCCCC3)CC(=O)N2CC2CCCO2)cc1OC (stereo not drawn) was read as D2 ag 0.3, TRHR enhancer 3, USP1-UAF1 inh -9%, Pin1 inh -5%, TrxR1 substrate -3%, D2 antag -14, mIDH1 inhibitor 3%, TRHR ag 0.1 and TrxR1 inh -12%.
Screening OCCN1CCN(CC#CCn2c3ccccc3c3ccccc32)CC1 returned D2 ag -0.6, TRHR enhancer 1, USP1-UAF1 inh -15%, Pin1 inh -1%, TrxR1 substrate 4%, D2 antag 9, mIDH1 inhibitor 2%, TRHR ag 0.8 and TrxR1 inh -14%.
Screening CC(=O)Nc1ccc2c(CSc3nncs3)cc(=O)oc2c1 returned D2 ag -0.4, TRHR enhancer 0, USP1-UAF1 inh 0%, Pin1 inh 3%, TrxR1 substrate 18%, D2 antag -2, mIDH1 inhibitor -1%, TRHR ag 0.5 and TrxR1 inh -8%.
Screening O=C1Nc2ccccc2SC1c1ccccc1 (stereo not drawn) returned D2 ag -0.4, TRHR enhancer -6, USP1-UAF1 inh -13%, Pin1 inh -2%, TrxR1 substrate -8%, D2 antag -14, mIDH1 inhibitor -3%, TRHR ag -0.2 and TrxR1 inh 0%.

Reprinted at random: 3 compounds from above.
For Cc1csc2nc(CNS(=O)(=O)c3cccnc3)cn12 the results were USP1-UAF1 inh -6%, Pin1 inh 1%, TrxR1 substrate 7%, mIDH1 inhibitor 10% and TrxR1 inh 17%.
Screening CC(=O)Nc1ccc2c(CSc3nncs3)cc(=O)oc2c1 returned D2 ag -0.4, TRHR enhancer 0, USP1-UAF1 inh 0%, Pin1 inh 3%, TrxR1 substrate 18%, D2 antag -2, mIDH1 inhibitor -1%, TRHR ag 0.5 and TrxR1 inh -8%.
Screening CN(Cc1cccs1)C(=O)COC(=O)CNC(N)=O returned D2 ag 0.5, TRHR enhancer 3, USP1-UAF1 inh -23%, Pin1 inh 4%, TrxR1 substrate 3%, D2 antag 2, mIDH1 inhibitor 9%, TRHR ag -0.6 and TrxR1 inh 13%.

Remaining list, next part
For O=C(NCc1ccccn1)C1CC(c2ccccc2Cl)=NO1 (stereo not drawn) the results were D2 ag 0.5, TRHR enhancer -3, USP1-UAF1 inh -11%, Pin1 inh -2%, TrxR1 substrate 0%, D2 antag 5, mIDH1 inhibitor -7%, TRHR ag 0.7 and TrxR1 inh 6%.
`O=C(CSc1ncnc2[nH]ncc12)Nc1nc(-c2ccc(F)c(F)c2)cs1` gave D2 ag 1.0, TRHR enhancer 9, USP1-UAF1 inh 2%, Pin1 inh 5%, TrxR1 substrate -5%, D2 antag 11, mIDH1 inhibitor 1%, TRHR ag 1.2 and TrxR1 inh 0%.
`CCn1c(SCC(=O)Nc2ccc(S(N)(=O)=O)cc2)nnc1-c1ccccc1OC` gave D2 ag 0.4, TRHR enhancer 0, USP1-UAF1 inh -8%, Pin1 inh inconclusive, TrxR1 substrate 14%, D2 antag 12, mIDH1 inhibitor 2%, TRHR ag 0.2 and TrxR1 inh 16%.
Screening C[C@@H]1O[C@@H](Oc2c(-c3ccc(O)c(O)c3)oc3cc(O)cc(O)c3c2=O)[C@H](O)[C@H](O)[C@H]1O returned USP1-UAF1 inh -16%&2%, Pin1 inh -4%&3%, TrxR1 substrate -3%&-4%, mIDH1 inhibitor 11%&11% and TrxR1 inh 0%&7%.
For CC(=O)c1cccc(NC(=O)c2ccc([N+](=O)[O-])o2)c1 the results were USP1-UAF1 inh -15%, Pin1 inh -6%, TrxR1 substrate 2%[57.1 µM], mIDH1 inhibitor -1% and TrxR1 inh -3%[57.1 µM].
Screening Cc1cc(C)n2c3c(c(C#N)c2n1)CC(C)(C)OC3 returned D2 ag -0.5, TRHR enhancer 2, USP1-UAF1 inh -6%, Pin1 inh 0%, TrxR1 substrate 15%[57.1 µM], D2 antag 15, mIDH1 inhibitor 7%, TRHR ag 0.5 and TrxR1 inh 23%[57.1 µM].
`COc1ccc(N/N=C(/C#N)S(=O)(=O)C(C)(C)C)cc1` gave D2 ag 0.3, TRHR enhancer 3, USP1-UAF1 inh -17%, Pin1 inh 0%, TrxR1 substrate -17%[57.1 µM], D2 antag 3, mIDH1 inhibitor 8%, TRHR ag 0.4 and TrxR1 inh 26%[57.1 µM].
`COc1ccc(Cl)cc1NC(=O)CCNC(=O)OCc1ccccc1` gave D2 ag 0.4, TRHR enhancer -2, USP1-UAF1 inh -19%, Pin1 inh -1%, TrxR1 substrate 1%, D2 antag 13, mIDH1 inhibitor -4%, TRHR ag -0.6 and TrxR1 inh 35%.
`Cc1cccc2sc(N(Cc3cccnc3)C(=O)CCc3ccccc3)nc12` gave D2 ag -0.4, TRHR enhancer 12, USP1-UAF1 inh -32%, Pin1 inh 10%, TrxR1 substrate -1%[57.1 µM], mIDH1 inhibitor -1%, TRHR ag -0.6 and TrxR1 inh 23%[57.1 µM].
`Cc1cccc(NC(=O)CN2CCN(C(=O)CNC(=O)Cc3cccc4ccccc34)CC2)c1C` gave D2 ag 0.0, TRHR enhancer 1, USP1-UAF1 inh -26%, Pin1 inh -4%, TrxR1 substrate 1%, D2 antag -6, mIDH1 inhibitor -3%, TRHR ag -0.2 and TrxR1 inh 26%.
Screening Cc1ccccc1C(=O)OCc1cc(=O)n2nc(C3CCCCC3)sc2n1 returned D2 ag 0.6, TRHR enhancer 0, USP1-UAF1 inh -21%, Pin1 inh -1%, TrxR1 substrate 0%[57.1 µM], mIDH1 inhibitor -2%, TRHR ag -0.6 and TrxR1 inh 1%[57.1 µM].
Screening O=C(CSc1nnc(NC(=O)c2cccc(F)c2)s1)NCC1CCCO1 (stereo not drawn) returned TRHR enhancer -13, USP1-UAF1 inh -7%, Pin1 inh -7%, TrxR1 substrate -7%, mIDH1 inhibitor 3%, TRHR ag 0.2 and TrxR1 inh -12%.
For CCC(CC)C(=O)N(CCc1ccc(OC)cc1)Cc1nc2ccccc2c(=O)[nH]1 the results were D2 ag 0.6, TRHR enhancer 6, USP1-UAF1 inh -10%, Pin1 inh 0%, TrxR1 substrate -1%, D2 antag -13, mIDH1 inhibitor 0%, TRHR ag -0.2 and TrxR1 inh 4%.
For CN(Cc1cnc2nc(N)nc(N)c2n1)c1ccc(C(=O)NC(CCC(=O)O)C(=O)O)c2ccccc12 (stereo not drawn) the results were USP1-UAF1 inh 0%, Pin1 inh inconclusive, TrxR1 substrate 18%[57.1 µM], mIDH1 inhibitor 5% and TrxR1 inh -2%[11.4 µM].
For CC(=O)c1ccc(NC(=S)N(CCCN(C)C)Cc2ccccc2)cc1 the results were D2 ag 0.4, TRHR enhancer 3, USP1-UAF1 inh -16%, Pin1 inh -1%, TrxR1 substrate -1%, D2 antag -7, mIDH1 inhibitor -9%, TRHR ag 1.2 and TrxR1 inh -5%.
For O=C(Cn1cnc2ccccc21)N/N=C/c1ccc([N+](=O)[O-])cc1 the results were D2 ag 0.4, TRHR enhancer 2, USP1-UAF1 inh -1%, Pin1 inh -2%, TrxR1 substrate -9%[57.1 µM], D2 antag -2, mIDH1 inhibitor 15%, TRHR ag 0.4 and TrxR1 inh 5%[57.1 µM].

Screening data from PubChem BioAssay.
